PI4K2A block: inhibitors of human PI4K2A. purified PI4K2A, ADP-Glo luminescence, 1 h; stronger effect = lower value. activity change, negative = inhibition, % at 76.9 µM. actives 0.13% (n = 420,000); in the data active = activity change below about -50%; inconclusive = mostly about -30% to -49%;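 note: -100% = wells without enzyme as full effect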
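Compounds are screened against recombinant PI4K2A using PI as substrate and ATP, the latter dispensed at 300 microM. Reactions run one hour at ambient temperature before ADP-Glo detection; full inhibition defined by wells lacking enzyme.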
ERG-DNA inh: ERG Ets/DNA interaction inhibition | AID 624246 | fluorescence polarization, His-ERG Ets domain / labelled DNA | Potency, µM (highest dose often 76.9 µM), for the others: top-dose FP activity, negative = inhibition, actives largely listed as inhibitors | actives 0.028% (n = 370,000); active = well fitted inhibition curve with a large enough effect in the polarisation, with a control signal flat; inconclusive = small, poorly fitted or top-dose-only effect, or effect the other way, or a change in a side signal; inactive = no such curve, though single readings can be large or run the other way; the % refers to the polarisation;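 note: polarization taken with two DNA probes labelled with fluorescein and Texas red; potency is the fitted concentration of half-maximal effect; % of control where 0% means no effect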
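His-tagged ERG Ets domain (1 uM in the protein solution; 300mM KCl, 50mM Tris-HCl, 1mM EDTA, 1mM DTT, pH 7.5) received compound, then a probe mix of 5 nM fluorescein-DNA and 100nM Texas-615-DNA. Fluorescence polarization was read for both dyes.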
Pin1 inh: human Pin1 inhibition; Q13526; Pin1 FP peptide displacement, HiFluor488, 10 min; Potency, µM (series often up to 115 µM), without a hit: at the highest dose activity, negative = inhibition, usual class: inhibitors; actives 0.009% (n = 390,000); AID 504891; active = well fitted inhibition curve with a large enough effect in the polarisation, with a control signal flat, not every such curve was filed as active; inconclusive = small, poorly fitted or top-dose-only effect, or effect the other way, or a change in a side signal; inactive = no such curve, though single readings can be large or run the other way; the % refers to the polarisation; note: potency is the fitted concentration of half-maximal effect; % is set by controls: 0 for no effect and ±100 for the full control effect
GLS inhibitor: blocks human kidney-isoform glutaminase activity; Potency, µM (doses to about 45.5 µM), for the others: top-dose activity change, negative = inhibition, usual class: inhibitors; O94925; GLS enzymatic activity, qHTS titration; actives 0.21% (n = 410,000); note: potency is the fitted concentration of half-maximal effect; % is set by controls: 0 for no effect and ±100 for the full control effect
Target sequence (O94925 whole entry, looked up, canonical isoform): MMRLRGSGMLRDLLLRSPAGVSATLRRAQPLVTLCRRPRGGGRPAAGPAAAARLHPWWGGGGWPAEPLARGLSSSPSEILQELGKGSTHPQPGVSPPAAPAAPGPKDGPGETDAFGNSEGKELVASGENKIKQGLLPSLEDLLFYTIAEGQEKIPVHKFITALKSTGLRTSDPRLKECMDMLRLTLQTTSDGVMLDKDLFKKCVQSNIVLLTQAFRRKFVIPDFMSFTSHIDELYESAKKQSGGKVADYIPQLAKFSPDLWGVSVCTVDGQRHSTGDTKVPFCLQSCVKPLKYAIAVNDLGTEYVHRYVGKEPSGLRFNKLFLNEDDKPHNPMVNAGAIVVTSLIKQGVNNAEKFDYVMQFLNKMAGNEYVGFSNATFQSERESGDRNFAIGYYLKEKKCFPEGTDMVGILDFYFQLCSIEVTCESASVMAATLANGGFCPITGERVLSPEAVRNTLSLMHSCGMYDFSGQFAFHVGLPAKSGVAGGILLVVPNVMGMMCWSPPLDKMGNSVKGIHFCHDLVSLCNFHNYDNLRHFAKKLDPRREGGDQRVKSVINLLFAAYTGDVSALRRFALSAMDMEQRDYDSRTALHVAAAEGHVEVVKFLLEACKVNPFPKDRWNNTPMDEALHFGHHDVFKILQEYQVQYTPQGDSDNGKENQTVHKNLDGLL
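Assay buffer: 45 mM KH2PO4 pH 8.2, 0.02% Tween-20. hKGA acts on L-glutamine (1 mM solution added); product glutamate is reported by an oxidase/peroxidase Amplex Red coupling, with fluorescence taken at baseline and 30 min.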
G9a block: inhibitors of human histone lysine methyltransferase G9a. Q96KQ7. G9a H3K9 monomethylation, AlphaScreen, 2 h. Potency, µM (series often up to 102 µM), inactives show at the top dose activity, negative = inhibition, hits mostly inhibitors. actives 8.8% (n = 350,000); note: potency is the fitted concentration of half-maximal effect; % is set by controls: 0 for no effect and ±100 for the full control effect; nearly all actives have a fitted effect of over 75% in size
Target sequence (Q96KQ7 913-1193 limits assumed): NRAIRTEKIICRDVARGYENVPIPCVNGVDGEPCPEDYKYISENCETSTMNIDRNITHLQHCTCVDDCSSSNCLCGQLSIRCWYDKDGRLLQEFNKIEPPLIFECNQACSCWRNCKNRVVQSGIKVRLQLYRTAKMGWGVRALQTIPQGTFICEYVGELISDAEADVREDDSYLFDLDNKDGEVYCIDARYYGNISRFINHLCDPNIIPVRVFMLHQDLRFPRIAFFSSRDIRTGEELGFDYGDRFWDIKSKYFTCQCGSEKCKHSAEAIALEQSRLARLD
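Step 1: enzyme (final 20 nM) with compound, 15 min RT. Step 2: substrate peptide 500 nM and SAM 20 uM, 2 h RT. Step 3: anti-H3K9me1 antibody and AlphaScreen beads, 10 min, then plate read.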
PGK inhibitor: T. brucei PGK inhibition. Potency, µM (doses to about 57.5 µM), for the others: top-dose activity change, negative = inhibition, usual class: inhibitors. AID 602233. actives 0.043% (n = 380,000). PGK/GAPDH coupled, Kinase-Glo luminescence, 60 min. P07378; note: potency is the fitted concentration of half-maximal effect; % is set by controls: 0 for no effect and ±100 for the full control effect; nearly all actives have a fitted effect of over 60% in size
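Recombinant glycosomal PGK reaction used 1,3-bisphosphoglycerate generated in-well by GAPDH (100nM final) in 100mM TEA pH 7.6, 5mM MgCl2, 0.01% Tween-20. After 60 minutes at room temperature, ATP was read by Kinase-Glo Plus luminescence end-point.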
JMJD2A Tudor: inhibitors of human JMJD2A Tudor domain; AID 504339; AlphaScreen JMJD2A-Tudor / H3K4me3 peptide binding; Potency, µM (highest dose often 114 µM), inactives show top-dose activity change, negative = inhibition, actives largely listed as inhibitors; O75164; actives 4.4% (n = 390,000); note: potency is the fitted concentration of half-maximal effect; % is set by controls: 0 for no effect and ±100 for the full control effect; nearly all actives have a fitted effect of over 50% in size
BAZ2B inh: inhibitors of human BAZ2B bromodomain | Potency, µM (titrated, usually from 114 µM), inactives show at the top dose activity change, negative = inhibition, actives largely listed as inhibitors | AlphaScreen BAZ2B-H3K14Ac peptide displacement | Q9UIF8 | actives 4.4% (n = 360,000); note: potency is the fitted concentration of half-maximal effect; % is set by controls: 0 for no effect and ±100 for the full control effect; nearly all actives have a fitted effect of over 60% in size
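BAZ2B (50 nM) with biotin-H3(5-23)K14Ac peptide (50 nM) in PBS pH 7.4, 0.01% Tween-20, preformed 30 min, then compound 30 min at room temperature; top concentration 110uM. AlphaScreen streptavidin donor/nickel chelate acceptor beads (10 ug/mL final), 20 min dark, signal read.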
HP1b chromo inh: blocks HP1-beta chromodomain binding to methylated histone tails. Potency, µM (series often up to 114 µM), for inactives: at the top dose activity change, negative = inhibition, actives largely listed as inhibitors. actives 0.56% (n = 390,000). P83916. AlphaScreen HP1-beta / biotin-H3K9me3 peptide binding. AID 540317; note: potency is the fitted concentration of half-maximal effect; nearly all actives have a fitted effect of over 70% in size; inactives centre near 23
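HP1-beta protein (50 nM final) preincubated 30 min at room temperature with biotinylated H3(1-18)K9me3 peptide (50 nM) in PBS pH 7.4, 0.01% Tween-20, then compound added for 30 min. AlphaScreen streptavidin donor/nickel chelate acceptor beads (10 ug/mL final), 30 min dark, luminescence read.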
* marks the source's active call; other numbers are inactive results; i = inactive; ? = inconclusive; . = no result given; [ ] = dose if it differs, or a comment. Unless noted, calls come from the whole dose curve; as a rule, active = well fitted curve in the direction sought with a large enough effect; inconclusive = small, poorly fitted or top-dose-only effect, or another doubt; inactive = no such curve, though single readings can be large; an effect the other way counts as inactive or inconclusive.

SMILES | PI4K2A block | ERG-DNA inh | Pin1 inh | GLS inhibitor | G9a block | PGK inhibitor | JMJD2A Tudor | BAZ2B inh | HP1b chromo inh
N#CC(C#N)=C(N)/C(C#N)=C/c1cc(O)c(O)c(O)c1 | -17 | 65%[activator] | ? | 35% | 5.6µM* | -28% | 18µM* | 11µM* | 18µM*
C=CCNC(=S)N/N=C/c1ccc(OCc2ccccc2Cl)cc1 | -2 | 2% | 3% | 8% | 111%[activator][12.7 µM] | 3% | -12% | 3% | 38%
CS(=O)(=O)c1cccc(-c2nnc(NC(=O)c3ccc(S(=O)(=O)N4CCCC4)cc3)o2)c1 | -5 | -6% | -2% | 3% | -23%[2.33 µM] | 2% | ? | ? | 32%
Cn1c(=O)n(C)c2cc(S(=O)(=O)NCCO)ccc21 | 0 | . | -3% | 0% | -11%[12.7 µM] | -3% | -5% | -9% | 5%
O=C(CCC(=O)Nc1ccc(Br)cc1)N/N=C/c1ccc(O)cc1 | 1 | -1% | -11% | 17% | 17% | . | -5% | -3% | 37%
COc1ccccc1-n1cnc2cc(NCc3ccco3)ccc21 | 0 | 4% | 3% | 10% | 35µM* | -2% | ? | -60% | -23%
O=C(NCCCN1CCCCC1)C1CCCN(c2ncnc3c2nc2n3CCCCC2)C1 (stereo unspecified) | 4 | -3% | -4% | -12% | 2% | -5% | -9% | 2% | 38%
CC(=O)N/N=C\c1ccccc1OC/C=C/c1ccccc1 | 1 | -9% | -14% | 17% | 59% | 5% | -1% | 13% | 21%
Cc1cccn2c(=O)c3cc(C(=O)NCC4CCCO4)c(=N)n(C4CCCCC4)c3nc12 (stereo unspecified) | 1 | 2% | 3% | -5% | 10% | 0% | -21% | -3% | 53%[activator]
COC(=O)c1ccc(OC(=O)c2nn(C)cc2Cl)c(OC)c1 | -2 | 2% | 1% | 3% | -3%[59 µM] | -2% | 2% | -5% | 24%
CCOC(=O)c1ccccc1NC(=O)CSc1nnc(Cc2cccn2C)n1-c1ccc(F)cc1 | 8 | 3% | -3% | 6% | ? | -12% | ? | ? | -20%
COc1ccc(S(=O)(=O)N2CCN(c3cnccn3)CC2)cc1OC | -3 | 1% | 2% | ? | . | i | -8% | . | 28%
O=C(CCCc1ccccc1)NCc1ccccn1 | -2 | -5% | 2% | -2% | -4%[0.501 µM] | i | 9% | 8% | 57%[activator]
COc1ccc(CCNC(=O)CCc2c(C)nc3c(c(C)nn3-c3ccc(C)c(C)c3)c2C)c(OC)c1OC | -14 | -7% | 1% | 1% | -2%[59 µM] | -2% | -14% | -17% | 33%
C/C(=N\NC(N)=S)C1(C)CC2(CC(C)(C)OC2=O)C(=O)O1 (stereo unspecified) | 2 | -2% | -2% | 5% | 11% | -6% | -7% | 3% | 10%
Cc1ccc2cc3cc(C(=O)N4CCN(c5ccccc5)CC4)sc3nc2c1 | -1 | -1% | -1% | 1% | -3%[59 µM] | -3% | -1% | -2% | 24%
CCN(CC(=O)Nc1cc(Cl)ccc1C)C(=O)c1ccc2c(c1)NC(=O)C(C)S2 (stereo unspecified) | -2 | -11% | 2% | -2% | ? | 7% | -4% | 6% | 29%
O=C(NC1CCN(Cc2ccccc2)CC1)c1ccc(Cn2c(=S)[nH]c3ccc(N4CCOCC4)cc3c2=O)cc1 | -3 | 2% | 10% | -28% | 2%[59 µM] | -5% | -23% | ? | 14%
Cc1ccc(S(=O)(=O)Oc2ccc3ccc(O)cc3c2)cc1 | -6 | -6% | 2% | 2% | -8% | -2% | -23% | ? | 33%
CCOC(=O)C(NC(=O)Nc1ccc(F)cc1F)(Oc1ccccc1)C(F)(F)F (stereo unspecified) | -4 | . | 3% | 6% | -1%[59 µM] | -7% | -9% | 11% | 40%[activator]
Cc1cc(NC(=O)C2C3C(=O)N(CCC(C)C)C(C(=O)NCc4ccccc4)C34C=CC2(C)O4)no1 (stereo unspecified) | 2 | 12% | -8% | 1% | 3%[12.7 µM] | -3% | 1% | 13% | 14%
CN(C(=O)c1ccc2c(=O)n3c(nc2c1)CCCCC3)c1ccccc1Cl | -5 | 1% | 0% | -2% | 7% | -4% | 4% | -20% | 14%
Cc1nc(NC(=O)COC(=O)c2cc3c(s2)CCC(C)C3)c(Cl)cc1Cl (stereo unspecified) | -2 | -7% | -1% | -5% | 10%[59 µM] | -6% | 2% | -2% | 37%[activator]
COc1cccc(CN2CCc3ccc(NC(=O)CCc4ccc(C)cc4)cc3C2)c1O | 5 | -15% | -3% | 11% | 40µM* | -5% | -24% | ? | 11%
COc1ccc(C(CNC(=O)c2cc3c(s2)CCC(C)C3)N2CCOCC2)cc1 (stereo unspecified) | -2 | 2% | 3% | 3% | 14%[12.7 µM] | 1% | -20% | -6% | 7%
CCN(CC)CCn1c(NCc2cccc(OC)c2OC)nc2ccccc21 | 5 | -6% | -2% | 25% | 1%[12.7 µM] | i | -19% | 2% | 23%
CC1CCCN(C(=O)Cn2nnc(-c3ccc(S(C)(=O)=O)cc3)n2)C1 (stereo unspecified) | 2 | -11% | -5% | -2% | . | 2% | -2% | -15% | 32%
CCC(C)Nc1nnc(SCC(=O)c2c(N)n(C3CC3)c(=O)[nH]c2=O)s1 (stereo unspecified) | 6 | 2% | 0% | 4% | . | 8% | -2% | . | 16%
COc1ccc(CNC(=O)C2CCN(S(=O)(=O)c3ccccc3)CC2)cc1 | 0 | -9% | -4% | 9% | . | -1% | -8% | -14% | 45%[activator]
O=C(NCCc1ccccc1)c1ccc2c(c1)OCO2 | -1 | 1% | -6% | -5% | ? | -5% | -10% | 0% | 72%[activator]
CCSc1nc(C)cc(Oc2ccc(=O)n(C)n2)n1 | 4 | -6% | -10% | 2% | -1%[59 µM] | 4% | -22% | -5% | 11%
CCc1ccc2oc(-c3cc(N=Cc4cccc(OC)c4O)ccc3O)nc2c1 | -9 | -1% | 0% | 31%[activator] | -32%[12.7 µM] | -2% | ? | ? | ?
COc1ccc(CC(=O)O/N=C(\N)c2ccccc2)cc1OC | 1 | -9% | 2% | 4% | -1% | -5% | -1% | -2% | 53%[activator]
CN1/C(=C/C=C(C#N)C#N)C(C)(C)c2ccccc21 | 1 | 18% | ? | 2% | . | i | -18% | 3% | 13%
CC(OC(=O)C1CCCO1)C(=O)NC1CCCC1 (stereo unspecified) | 3 | -8% | 0% | -3% | -9% | 18% | 3% | 4% | 29%
C[C@H]1CN([C@@H](C)CO)C(=O)c2cc(NS(=O)(=O)c3ccc(F)cc3)ccc2O[C@H]1CN(C)S(=O)(=O)c1cn(C)cn1 | -2 | -10% | 0% | 0% | . | i | -3% | . | 68%[activator]
Cc1ccc(C)c(N2CCN(C(=O)c3ccc(NC(=O)c4nsc5ccccc45)cc3)CC2)c1 | 0 | 0% | 7% | -1% | 5%[59 µM] | -4% | -16% | -3% | 26%[57 µM]
COc1ccc(CNS(=O)(=O)CCNC(=O)c2ccc3c(c2)OCO3)cc1 | 3 | -1% | -8% | 0% | 8%[0.501 µM] | i | -13% | 13% | -3%
CN(CC(=O)N1CCN(c2ccccc2F)CC1)S(=O)(=O)c1cnc[nH]1 | 0 | . | -8% | 11% | -10%[12.7 µM] | . | -20% | -2% | 26%
CC(C)c1ccc(/C=C/C(=O)NCCC2=CCCCC2)cc1 | -4 | 1% | 0% | 10% | ? | i | -4% | 6% | 24%
O=C(NC1CCCCC1)c1ccc2snnc2c1 | 1 | -9% | 4% | 2% | 13% | -5% | 0% | 3% | 20%
COc1cccc(C(=O)COC(=O)c2cccs2)c1 | -20 | 1% | -3% | -4% | 73% | -4% | 35% | 24% | 56%[activator]
CCn1c(C(C)NC(=O)c2ccccc2C)n[nH]c1=S (stereo unspecified) | 0 | 4% | -2% | 1% | . | -1% | ? | -12% | 45%[activator]
CCN(C(=O)c1cc2c(s1)-c1ccccc1OC2)c1cc(OC)ccc1OC | -4 | 6% | 5% | 2% | 1% | -9% | -15% | -5% | 53%[activator]
CC(=O)Nc1ccc(S[C@@H](CCN2CC[C@H](O)CCC2=O)c2ccccc2)cc1 | -5 | 0% | -2% | 2% | 9%[0.501 µM] | 1% | -6% | 7% | 50%[activator]
CCn1ccc2cc(S(=O)(=O)N3CCCN(C(=O)Nc4ccccc4F)CC3)ccc21 | -4 | -2% | 8% | 6% | -43%[59 µM] | 3% | -23% | -4% | 10%[57 µM]
O=C(NCc1ccc(F)cc1)C(c1ccccc1)N(C(=O)c1csnn1)C1CC1 (stereo unspecified) | 3 | 8% | -5% | 2% | -3% | -9% | -8% | -2% | -7%
COc1ccccc1NC(=O)C1C2C=CC3(CN(Cc4cccnc4)C(=O)C13)O2 (stereo unspecified) | -2 | -9% | 9% | -8% | -37% | -4% | -6% | -27% | 33%
Cc1cc2occ(CC(=O)NC3=NCCS3)c2cc1C(C)C | 2 | -2% | -6% | 1% | 27% | -7% | -25% | 5% | 15%

Screens as filed in PubChem.
